High-throughput results (PubChem)
NTR1 ag: agonists of NTR1, primary screen, imaging, U2OS cells, beta-arrestin-GFP, high content (AID 493036) | NTR1-U2OS beta-arrestin-GFP spot imaging, agonist mode | activation, % at 20 µM | 330,000 tested, 0.17% active;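 active = activation at or above 40% of the spot to cytoplasm intensity ratio, with at least 20 cells analyzed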;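 also: 0% = DMSO without peptide and 100% = 100 nM NTR1 peptide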
Target sequence (P30989 whole entry, looked up): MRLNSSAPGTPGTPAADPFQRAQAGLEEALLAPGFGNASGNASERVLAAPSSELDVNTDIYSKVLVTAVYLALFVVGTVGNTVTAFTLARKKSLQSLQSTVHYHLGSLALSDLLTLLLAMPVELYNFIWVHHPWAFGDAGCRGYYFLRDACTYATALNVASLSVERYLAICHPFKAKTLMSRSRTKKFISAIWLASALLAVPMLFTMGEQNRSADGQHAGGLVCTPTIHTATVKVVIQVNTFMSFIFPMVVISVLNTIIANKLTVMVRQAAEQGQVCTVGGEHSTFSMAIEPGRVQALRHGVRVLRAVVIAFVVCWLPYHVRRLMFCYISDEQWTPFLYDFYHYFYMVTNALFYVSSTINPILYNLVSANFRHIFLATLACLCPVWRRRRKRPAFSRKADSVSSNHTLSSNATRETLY
Yfh1-off respiration: enhancers of respiration in Yfh1-depleted yeast, dose response, Friedreich's ataxia, plus single-dose screen (AID 1465) | S. cerevisiae Yfh1-off respiration, WST-1 reduction, 72 h; higher fold induction means a stronger effect | fold induction at 50 µM; hits with a dose series show EC50 in µM | 220,000 tested, 0.074% active;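 active = fold induction of absorbance versus untreated yeast above a set limit, then at least 30% activation at any dose in follow-up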;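 also: activators that raise dye reduction in frataxin-depleted yeast; strong numbers were not always called active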
KOR beta-arrestin-1: KOR agonists, beta-arrestin recruitment, primary screen, cell-based, luminescence, uHTS (AID 1777) | 280,000 tested, 0.02% active | one-dose activation, % at 10 µM; EC50 in µM for titrated hits | KOR beta-arrestin recruitment, luminescence; higher % means a stronger effect; in the data active = activation above about 50%, passing the limit was not always enough; also: a part of the inactive calls stands beside numbers as strong as those of hits
NOD2 inhibition: NOD2 signaling inhibitors, cell-based, luminescence, uHTS, HEK293 (AID 1566); 290,000 tested, 0.63% active; one-dose inhibition, % at 4 µM; EC50 in µM for titrated hits; HEK293 NOD2/NF-kB luciferase reporter, luminescence; higher % means a stronger effect; also: many of its hits are not listed in these tables
NOD1 NF-kB reporter: inhibition of NOD1-driven NF-kB reporter – cell-based, luminescence, uHTS, primary screen (AID 1578); inhibition, % at 4 µM; hits with a dose series show EC50 in µM; NOD1-driven NF-kB luciferase reporter cells, luminescence; higher % means a stronger effect; 290,000 tested, 1% active; in the data active = inhibition mostly above about 36%, no sharp cut-off; inactive = mostly below about 34%;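 also: HEK-293T reporter cells stimulated with the NOD1 agonist gamma-tri-DAP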
GPR55 beta-arrestin: GPR55 agonists via beta-arrestin recruitment, primary screen, imaging, U2OS cells, beta-arrestin-GFP redistribution (AID 1961); U2OS GPR55 beta-arrestin-GFP redistribution imaging; higher % means a stronger effect; one-dose activation, % at 10 µM; EC50 in µM for titrated hits; 290,000 tested, 0.048% active;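 active = activation above 40% with more than 50 cells counted in the well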;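 also: U2OS osteosarcoma cells stably expressing GPR55 and beta-arrestin-GFP; plate controls were DMSO negative control for no effect and LPI positive control for full effect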
TNAP activators: human TNAP enzyme activators, primary screen, biochemical, luminescent, no phosphate acceptor, uHTS (AID 1001); purified TNAP, luminescent activation assay, no phosphate acceptor; higher activation fold means a stronger effect; one-dose activation fold at 20 µM; EC50 in µM for titrated hits; 200,000 tested, 0.03% active; in the data active = activation fold from about 3, or a potency from the dose series; inactive = the rest, 99 in 100 with activation fold below about 1.6; also: many of its hits are not listed in these tables
ER stress rescue: rescue of cells from ER stress-induced death, primary screen, 384-well, CSM14.1, thapsigargin, ATP luminescence (AID 1222); CSM14.1 thapsigargin-induced death rescue, ATP luminescence; higher % means a stronger effect; cellular ATP content (survival), % at 20 µM; hits with a dose series show EC50 in µM; 190,000 tested, under 10 active;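 active = EC50 below 50 µM in the dose-response confirmation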;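 also: death triggered by thapsigargin at about 15 µM added after 2 h compound pretreatment; cell ATP read after overnight thapsigargin exposure of roughly 18 to 22 hours; normalized against plate controls of thapsigargin alone and 5% DMSO vehicle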
KOR beta-arrestin-2: kappa opioid receptor blockers – cell-based, luminescence, uHTS (AID 1778); KOR beta-arrestin recruitment, luminescence, antagonist mode; higher % means a stronger effect; inhibition, % at 10 µM; hits with a dose series show IC50 in µM; 290,000 tested, 0.091% active; also: strong numbers were not always called active
NTR1 ag cell count 20 µM: recorded beside NTR1 ag, whose call it bears; cell count; measured here: cell count, cytotoxicity flag
An asterisk follows results filed as active; i = inactive; x = no result given; [ ] = dose if it differs, or a comment. Rule as the data show it, unless noted: active = inhibition above about 50%; inactive = the rest.

Values run as follows: NTR1 ag, NTR1 ag cell count 20 µM, Yfh1-off respiration, KOR beta-arrestin-1, NOD2 inhibition, NOD1 NF-kB reporter, GPR55 beta-arrestin, TNAP activators, ER stress rescue, KOR beta-arrestin-2
> C=CCN(c1ccc(C(=O)Nc2ccc3c(c2)n(C)c(=O)n3C)cc1)S(C)(=O)=O
  -0.2, 51, x, -1.8%, -3.9%, -29.0%, 0.3%, x, x, -22.4%[20 µM]
> Cc1ccccc1C(=O)Nc1ccc(N2CCCCCC2)cc1
  0.4, 52, i, 1.8%, -85.4%, -22.9%, -0.1%, 1.1, -2.3%, -114.3%[20 µM]
> CCCCC(CC)CNC(=O)C1C2C=CC(C2)C1C(=O)O (configuration not stated)
  0.9, 83, i, -0.9%, 2.0%, -11.4%, -0.1%, 1.1, -1.8%, -2.2%
> COc1cccc(C(=O)Nc2cc3c(cc2N2CCOCC2)n(C)c(=O)n3C)c1
  -0.7, 63, x, 2.4%, 17.8%, -17.6%, 0.3%, x, x, -11.5%
> CCN1CCN(c2cc(C)c3cc(NC(=S)NCCN(C)C)ccc3n2)CC1
  1.2, 79, x, -1.4%, -6.4%, -17.3%, -0.1%, x, x, -25.1%
> CCN(Cc1ccccc1)c1ccc(/C=N/N=C(N)N)cc1
  18.5, 38, i, -0.8%, 15.5%, 46.4%, 0.4%, 0.9, -5.1%, -57.5%
> COc1ccc(OC)c(C(=O)NC(CC(N)=O)c2ccc(N3CCC(N4CCCC4)CC3)c([N+](=O)[O-])c2)c1 (configuration not stated)
  -0.2, 88, i, -0.5%, -2.2%, 5.4%, -0.1%, x, x, -4.6%
> CCCc1cc(=O)[nH]c(SCC(=O)Nc2nonc2C)n1
  -0.9, 53, x, -3.2%, 12.1%, -34.3%, -0.2%, x, x, 6.6%
> C=CCSC1=N/C(=C\c2ccsc2)C(=O)S1
  -1.5, 32, i, 2.5%, 9.4%, 30.9%, 0.1%, 0.9, 5.4%, 21.5%
> COc1ccc(NC(=O)c2ccc3c(c2)OCO3)cc1[N+](=O)[O-]
  -1.2, 28, i, -6.6%, -48.8%, -49.0%, 0.2%, 1, -0.4%, -20.3%[20 µM]
> CN(C)Cc1c(C(=O)N/N=C/c2cccc(OCc3ccc(F)cc3)c2)nnn1-c1nonc1N
  -0.6, 39, x, 0.2%, 10.1%, 4.4%, -0.1%, x, x, -43.0%
> CC1CCOC2(O1)C(=O)N(CN1CCN(c3ccccc3F)CC1)c1ccccc12 (configuration not stated)
  -1.0, 74, x, -0.3%, 9.9%, 3.4%, -0.1%, 1.1, -0.3%, -28.2%
> CN(C(=O)CSc1nnc2ccccn12)c1c(N)n(Cc2ccccc2)c(=O)[nH]c1=O
  0.5, 40, i, -1.8%, 13.5%, -11.5%, -0.6%, 1.1, -2.9%, 22.3%
> Cc1cc(N2CCN(Cc3nc(-c4ccc(Cl)cc4)oc3C)CC2)cc(C)n1
  4.8, 47, i, -0.3%, 5.9%, -0.3%, 1.4%, x, x, 12.4%
> COc1ccccc1N(CC(O)COc1ccccc1C)S(=O)(=O)c1ccccc1 (configuration not stated)
  5.2, 64, i, 4.7%, -17.8%, 15.2%, -0.4%, 1, -2.5%, 34.1%
> CN(CCCNC(=O)c1ccc(CS(=O)c2ccc(Br)cc2)o1)Cc1ccccc1 (configuration not stated)
  0.3, 77, x, -4.1%, 19.7%, -15.3%, -0.1%, x, x, -7.9%
> O=C(O)c1cc(NN=Nc2cccc([N+](=O)[O-])c2)cc([N+](=O)[O-])c1
  -0.1, 49, i, 1.3%, 0.3%, 3.9%, -0.2%, x, x, -15.8%
> O=C(NCc1ccco1)c1cc2ccccc2o1
  -0.5, 41, i, x, 2.0%, -50.4%, -0.3%, 1, 0.9%, -0.2%
> CCc1ccc(OCC(O)CN2CCN(c3ccccn3)CC2)cc1 (configuration not stated)
  0.8, 62, x, 6.9%, 1.4%, -5.3%, 0.1%, x, x, -57.2%[20 µM]
> CC(Sc1nnc(C(F)(F)F)n1C)C(=O)Nc1ccc(S(N)(=O)=O)cc1 (configuration not stated)
  -0.4, 66, i, -4.3%, 24.4%, 8.5%, 0.2%, x, x, 6.5%
> CC1Cc2ccccc2N1C(=O)CSc1nnc(CNc2ccccc2)o1 (configuration not stated)
  4.3, 63, i, -3.7%, 8.1%, -11.5%, 0.1%, 0.9, -1.7%, -23.6%
> O=C(COC(=O)C1CC2C=CC1C2)Nc1ccccc1 (configuration not stated)
  -0.8, 55, i, -2.1%, 4.8%, -8.2%, 0.2%, 1.2, -0.6%, -17.7%
> Cc1oc(-c2ccc(Cl)cc2)nc1CN1CCC(C(=O)NCc2ccco2)CC1
  1.2, 68, i, 3.8%, -2.4%, -31.7%, 0.3%, 1, -0.5%, -21.5%
> CCC(=O)Nc1ccc(Cl)c(NC(=S)NC(=O)c2cc3ccccc3o2)c1
  3.6, 35, i, 0.9%, -19.7%, -13.9%, -0.1%, 1.3, -1.2%, -4.3%
> O=C(CSc1nc2ccccc2c(=O)n1CC1CCCO1)NCCc1ccccc1 (configuration not stated)
  1.5, 44, x, 1.1%, 0.0%, -7.4%, 0.8%, x, x, -20.1%
> CCCn1c(C)cc(C(=O)COC(=O)c2nccnc2N)c1C
  0.6, 36, i, 0.2%, -24.0%, -2.3%, 0.2%, 1.1, 1.1%, -0.7%
> CCCCNC(=O)Nc1ccccc1C(=O)Nc1ccc(OC)cc1
  0.4, 54, i, -5.6%, 2.2%, 1.0%, -0.1%, 1.2, 0.1%, 19.9%
> O=C(/C=C/c1c(Cl)cccc1Cl)NCc1ccco1
  -0.4, 41, i, 17.7%, -9.5%, -37.4%, 0.2%, 1, 1.9%, 30.5%
> COc1ccc(OC)c(S(=O)(=O)Nc2ccccc2C)c1
  -0.1, 67, i, 0.1%, 0.4%, -30.3%, 0.2%, 1.1, -1.1%, -1.2%
> CCCCC1C2=C(CCCC2=O)OC2=C1C(=O)CCC2
  1.0, 45, x, -0.7%, 5.5%, 6.3%, 0.2%, 1.1, -0.8%, 6.6%
> Cc1cccc(C(=O)NC2C(=O)NNC2c2ccc(Cl)cc2)c1 (configuration not stated)
  1.0, 79, i, -2.1%, 12.3%, -26.7%, 0.2%, 1.1, -0.9%, -16.3%
> COc1cc(CNCc2c[nH]c3ccccc23)cc(OC)c1
  2.8, 58, i, -5.4%, 14.8%, -22.8%, -0.1%, 1.3, -2.9%, -8.5%[20 µM]
> CCCN1CCC(NC(=O)C2CC=CCC2C(=O)O)CC1 (configuration not stated)
  -0.3, 60, x, 2.5%, 11.6%, -4.4%, -0.2%, x, x, 15.9%
> CCOC(=O)c1c(C)n(CCO)c2ccc(O)cc12
  -0.4, 89, i, 2.2%, -0.9%, -29.1%, -0.2%, 1.1, -2.6%, -17.2%
> C/C(=N\NC(=O)C1CCCN(S(=O)(=O)c2ccccc2)C1)c1ccncc1 (configuration not stated)
  -0.4, 44, i, -2.5%, 15.3%, -17.0%, -0.3%, 1.1, -0.8%, -10.6%
> O=C(O)c1nn(-c2ccccc2)ccc1=O
  -1.5, 82, i, -0.9%, 6.4%, 11.1%, 0.0%, 1.1, 0.3%, -12.7%
> FC(F)(F)c1nc2ccccc2[nH]1
  0.0, 40, i, 0.5%, 5.6%, 2.4%, 0.0%, x, x, 19.7%
> O=c1ccc(-c2ccc(S(=O)(=O)N3CCCCC3)o2)n[nH]1
  1.4, 75, x, -5.5%, 16.5%, -9.0%, 0.1%, x, x, 18.0%
> CCNc1ccc(C(=O)OCC(=O)NCc2ccc(C)cc2)cc1[N+](=O)[O-]
  2.3, 62, i, 69.4%, 9.7%, -12.1%, 0.8%, 1.1, -1.2%, -10.5%
> Cc1ccc(Cn2cccc(-c3nc4ccccc4s3)c2=O)cc1
  11.0, 92, i, 3.6%, -80.1%, -45.1%, 0.6%, 1, 1.5%, 19.1%
> CCCc1nnc(SCCSc2nnc(CCC)n2N)n1N
  2.4, 86, i, -1.9%, 5.7%, 7.2%, -0.1%, 1.1, -1.7%, -22.4%
> Cc1ccsc1C(=O)OCC(=O)NCCCc1ccccc1
  2.8, 58, i, -5.1%, -9.0%, -51.4%, -0.3%, 1.1, -0.2%, -4.8%
> CC(C(=O)Nc1ccc(O)c(C(=O)O)c1)N1C(=O)/C(=C/c2cccs2)SC1=S (configuration not stated)
  -0.4, 56, x, -0.3%, 5.4%, -14.3%, -0.2%, x, x, 11.9%
> O=[N+]([O-])c1nn(-c2ccccc2)n(O)c1=NC1CCN(Cc2ccccc2)CC1
  1.6, 61, i, -8.7%, 14.3%, -29.3%, -0.1%, 1, 0.7%, 17.2%[20 µM]
> COC(=O)c1ccc(C)c(NC(=O)Cn2cnc3ccccc3c2=O)c1
  0.1, 67, i, 2.5%, 6.9%, -4.1%, -0.1%, 1.1, -1.2%, 28.1%
> CCOC(=O)NC(=O)CSc1nnnn1-c1ccc(C)cc1
  -0.5, 57, i, -2.0%, -1.3%, -11.5%, -0.2%, 1.1, -0.2%, 13.0%
> O=C(NCc1ccccc1)C1CCC(CNc2c(N3CCCCC3)c(=O)c2=O)CC1 (configuration not stated)
  -2.2, 78, x, 1.1%, 8.7%, -32.4%, 0.3%, 1.1, -2.4%, -8.0%
> Cc1cc(OCCn2cnc3ccccc3c2=O)cc(C(C)C)c1
  -0.5, 42, i, 1.9%, 22.1%, -6.1%, -0.4%, 1.1, 2.5%, x
> N/C(=N\OC(=O)CCCCCN1C(=O)c2ccccc2C1=O)c1ccccc1
  -1.3, 44, i, 3.6%, -4.3%, -12.6%, -0.3%, 1.1, -2.4%, 19.5%
> Cc1ccccc1C(=O)NCCNC(=O)c1ccccn1
  -1.3, 63, x, -2.0%, 13.6%, -6.2%, 0.2%, x, x, -6.5%
> CCOc1ccc(CNC(=O)CCC(=O)n2nc(C)c3ccccc32)cc1
  2.1, 51, x, 2.3%, 10.7%, -14.8%, -0.2%, x, x, -25.4%
> CCOC(=O)C1CCCN(C2=NC(=O)/C(=C/c3ccc(OC)cc3OC)S2)C1 (configuration not stated)
  -0.4, 93, x, -0.3%, 5.6%, 2.0%, 0.0%, x, x, 13.0%
> CN(C(=O)CCS(=O)(=O)c1ccc2c(c1)oc(=O)n2C)C1CCCCC1
  -0.5, 57, x, 2.6%, 6.3%, -10.2%, 0.0%, x, x, -40.8%
> O=C(COC(=O)/C=C/c1ccccc1)NCC1CCCO1 (configuration not stated)
  0.5, 58, i, -1.7%, 1.8%, -15.7%, -1.1%, 1, -1.0%, 1.3%
> Nc1ccc[n+](Cc2ccccn2)c1
  -0.5, 51, i, -7.3%, 1.0%, -2.8%, -0.2%, 1.1, 1.2%, 2.8%
> O=[N+]([O-])c1ccc(/C=N/NC(=S)Nc2ccccc2F)o1
  3.7, 61, i, -1.5%, 2.8%, -32.9%, 0.3%, 1, 1.3%, 31.8%
> OCCCNc1nc(-c2ccc(Br)cc2)nnc1-c1ccc(Cl)cc1
  2.6, 64, i, -2.2%, 41.4%, 4.7%, 0.0%, 1.1, -2.2%, 6.6%
> COc1ccc(N2CC(C(=O)Nc3c4c(nn3-c3ccc(OC)cc3)CS(=O)(=O)C4)CC2=O)cc1 (configuration not stated)
  -1.5, 56, x, -1.9%, 3.2%, -7.7%, -0.1%, x, x, 15.9%

Some of the compounds tested; count on the stated rates, not on these rows.
